Screens: PubChem BioAssay, Sanford-Burnham Center for Chemical Genomics
H9c2 TAG inh: inhibitors of triacylglycerol accumulation, primary screen, cell-based, uHTS, fluorescence, H9c2. AID 651582, 2012. 230,000 compounds, 0.66% hits. inhibition, % at 12.5 µM. H9c2 cells, Nile Red lipid (TAG) fluorescence; cells loaded with 200 µM oleic acid;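 active = pattern-corrected inhibition of lipid staining of at least 50% with the nuclear-stain viability signal not falling by more than 50%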;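 also: 0% = DMSO wells and 100% = triacsin C control wells; some results filed as inactive read as strong as hits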
H9c2 TAG inh DAPI viability: further read-out of H9c2 TAG inh, marked with its call; DAPI nuclei signal change (viability), lower = more cytotoxic, %;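 whole-well DAPI fluorescence read on a plate reader as a viability signal; minus 50 percent equals half of cells still viable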
* = called active by the depositor. A portion of the library. The share of hits here may be higher or lower than overall.

What do the screens show for `CC1(C)CC(=O)C/C(=N/Nc2nc3ccccc3s2)C1`?
H9c2 TAG inh: 20; H9c2 TAG inh DAPI viability: 2

What do the screens show for `COc1ccc(C2=NOC(Cn3nc(-c4ccccc4)cc3C(=O)O)C2)cc1` (stereo not given)?
H9c2 TAG inh: -1; H9c2 TAG inh DAPI viability: -5

What do the screens show for `Cc1ccc(Oc2ccc(S(=O)(=O)N3CCOCC3)cc2C(N)=O)c(-n2nc3ccccc3n2)c1`?
H9c2 TAG inh: 50*; H9c2 TAG inh DAPI viability: -30*

How did O=C(CSc1nnc(-c2ccc3c(c2)OCO3)o1)Nc1ncc(C(F)(F)F)cc1Cl do in these assays?
H9c2 TAG inh: 24; H9c2 TAG inh DAPI viability: -19

What do the screens show for `Cc1nn(CC(=O)c2ccc(Cl)s2)c(C)c1[N+](=O)[O-]`?
H9c2 TAG inh: -8; H9c2 TAG inh DAPI viability: 2

Results for COc1ccc(Cl)cc1NC(=O)CC(C)=O ?
H9c2 TAG inh: 8; H9c2 TAG inh DAPI viability: 2

Results for CCCc1ccc(-c2csc(NC(=O)C3=COCCO3)n2)cc1 ?
H9c2 TAG inh: -6; H9c2 TAG inh DAPI viability: 1

How did CCCc1ccc(C(=O)[C@@H]2[C@@H](C(C)=O)N3c4ccc(F)cc4C=C[C@@H]3[C@@]23C(=O)Nc2ccccc23)cc1 do in these assays?
H9c2 TAG inh: 5; H9c2 TAG inh DAPI viability: -3

What do the screens show for `COc1ccc(NC(=O)CSc2nc(=O)n(CCN3CCOCC3)c3c2CCCC3)c(OC)c1`?
H9c2 TAG inh: 16; H9c2 TAG inh DAPI viability: -8

What do the screens show for `CC(C)CNc1ncnc2c1ncn2[C@H]1CN(Cc2cccc3ccccc23)C[C@@H](CO)O1`?
H9c2 TAG inh: 21; H9c2 TAG inh DAPI viability: -9

Results for Cc1ccccc1NS(=O)(=O)c1ccc(NC(=O)c2ccco2)cc1 ?
H9c2 TAG inh: -3; H9c2 TAG inh DAPI viability: -4

Results for CCCN(CCC)C(=O)CSc1nc2ccsc2c(=O)n1NC(=O)c1ccccc1 ?
H9c2 TAG inh: 12; H9c2 TAG inh DAPI viability: 2

How did Cc1ccc(CN2CC(C(=O)Nc3cc(C)ccn3)CC2=O)cc1 (stereo not given) do in these assays?
H9c2 TAG inh: 15; H9c2 TAG inh DAPI viability: -7

How did COc1cc(/C=C(/C#N)C(=O)Nc2ccc(Cl)cc2)ccc1Oc1nc(Cl)ncc1F do in these assays?
H9c2 TAG inh: -3; H9c2 TAG inh DAPI viability: -3

How did COc1ccc2c(CC(=O)NNC(=O)c3ccccc3F)coc2c1 do in these assays?
H9c2 TAG inh: -7; H9c2 TAG inh DAPI viability: 5

What do the screens show for `COc1cccc(-c2nnn(CC(=O)Nc3cc(OC)c(NC(=O)c4ccco4)cc3OC)n2)c1`?
H9c2 TAG inh: 36; H9c2 TAG inh DAPI viability: 1

What do the screens show for `Cc1ccc(S(=O)(=O)N2CCN=C2SCc2ccccc2)cc1`?
H9c2 TAG inh: -25; H9c2 TAG inh DAPI viability: 0

How did COc1ccc(NC(=O)C2Cc3c(-c4cccc(C(N)=O)c4)ccnc3O2)cc1OC (stereo not given) do in these assays?
H9c2 TAG inh: -14; H9c2 TAG inh DAPI viability: 9

What do the screens show for `CCCCN(C(=O)c1cccc(S(=O)(=O)N2CCN(C)CC2)c1)c1c(N)n(CC(C)C)c(=O)[nH]c1=O`?
H9c2 TAG inh: -12; H9c2 TAG inh DAPI viability: 2

What do the screens show for `Cc1cccc(NC(=O)CCCCCN2C(=O)c3ccccc3C2=O)n1`?
H9c2 TAG inh: -10; H9c2 TAG inh DAPI viability: 14

Results for COc1ccccc1NC(=O)CCNC(=O)C1CCN(S(=O)(=O)c2ccccc2)CC1 ?
H9c2 TAG inh: 1; H9c2 TAG inh DAPI viability: 7

What do the screens show for `Cc1cc(NC(=O)c2ccccc2)n(-c2ccccc2)n1`?
H9c2 TAG inh: -7; H9c2 TAG inh DAPI viability: -1

What do the screens show for `Nc1nc(NC(=O)c2cccs2)nn1-c1ccccc1`?
H9c2 TAG inh: 1; H9c2 TAG inh DAPI viability: 18

Results for COC(=O)c1ccc(NC(=O)C2C3C=CC(O3)C2C(=O)O)cc1 (stereo not given) ?
H9c2 TAG inh: 20; H9c2 TAG inh DAPI viability: -1

What do the screens show for `Nc1nnc(SCC(=O)NCCNC(=O)CSc2nnc(N)s2)s1`?
H9c2 TAG inh: 1; H9c2 TAG inh DAPI viability: -1

Results for CC[C@@]12C(=O)N(c3cccc(Br)c3)C(=O)N1[C@H](c1ccc(Cl)cc1)[C@@H]1C(=O)N(C3CCCCC3)C(=O)[C@@H]12 ?
H9c2 TAG inh: 8; H9c2 TAG inh DAPI viability: 9

How did CCOc1ccc(OCCCC(=O)ON=C(N)c2ccccc2Cl)cc1 do in these assays?
H9c2 TAG inh: -12; H9c2 TAG inh DAPI viability: -6

Results for CCOC(=O)Cc1cc(=O)[nH]c(/N=C(\N)Nc2ccc(C)c(C)c2)n1 ?
H9c2 TAG inh: -37; H9c2 TAG inh DAPI viability: -11

What do the screens show for `CCn1c(SCC(=O)Nc2cccc(C)c2)nc2nc3c(cc2c1=O)COC(C)(C)C3`?
H9c2 TAG inh: 25; H9c2 TAG inh DAPI viability: -10

What do the screens show for `O=C(O)CCNC(=O)/C(=C/C=C/c1ccccc1)NC(=O)c1ccccc1`?
H9c2 TAG inh: 5; H9c2 TAG inh DAPI viability: 5

What do the screens show for `O=C(NCc1ccco1)c1ccc2c(=O)n(-c3ccccc3)c(=S)[nH]c2c1`?
H9c2 TAG inh: 12; H9c2 TAG inh DAPI viability: 11

How did COc1ccccc1-n1c(SCC(=O)N(C)C2CCS(=O)(=O)C2)nc2ccccc2c1=O (stereo not given) do in these assays?
H9c2 TAG inh: -5; H9c2 TAG inh DAPI viability: -5

What do the screens show for `COc1ccc(CNC(=O)c2cn(Cc3ccc(S(=O)(=O)N(C)C)cc3)c(=O)s2)cc1`?
H9c2 TAG inh: -42; H9c2 TAG inh DAPI viability: -4

How did CCCCn1c(N)c(N(CCOC)C(=O)COC(=O)COc2cccc(C(C)=O)c2)c(=O)[nH]c1=O do in these assays?
H9c2 TAG inh: -16; H9c2 TAG inh DAPI viability: 5

How did OC(c1ccccc1)(c1nc(-c2cc(F)cc(F)c2)cs1)C(F)(F)F (stereo not given) do in these assays?
H9c2 TAG inh: -10; H9c2 TAG inh DAPI viability: 8

Results for O=C(Nc1cccc(-c2nn[nH]n2)c1)c1ccc(Cl)s1 ?
H9c2 TAG inh: 6; H9c2 TAG inh DAPI viability: 0

Looked up by structure from the list above:
Results for O=C(Nc1cccc(-c2nn[nH]n2)c1)c1ccc(Cl)s1 ?
H9c2 TAG inh: 6; H9c2 TAG inh DAPI viability: 0

What do the screens show for `O=C(O)CCNC(=O)/C(=C/C=C/c1ccccc1)NC(=O)c1ccccc1`?
H9c2 TAG inh: 5; H9c2 TAG inh DAPI viability: 5

Further records:
How did CCC1(C(=O)OC)NC(c2cccc(F)c2)C2C(=O)N(C)C(=O)C21 (stereo not given) do in these assays?
H9c2 TAG inh: 5; H9c2 TAG inh DAPI viability: 17

Results for C=C1c2ccccc2S(=O)(=O)N(Cc2ccccc2)C1COCc1ccccc1 (stereo not given) ?
H9c2 TAG inh: -19; H9c2 TAG inh DAPI viability: 1

How did CC(C)N(Cc1cc2ccccc2[nH]c1=O)C(=O)c1cccc([N+](=O)[O-])c1 do in these assays?
H9c2 TAG inh: -3; H9c2 TAG inh DAPI viability: 2

How did CCCc1nnc(SCC(=O)N2CCCC(C)C2)n1CCCOC (stereo not given) do in these assays?
H9c2 TAG inh: -2; H9c2 TAG inh DAPI viability: -4

Results for COc1ccc(C#Cc2ccc(C3=CC(=O)CC(C)(C)C3=O)cc2)cc1 ?
H9c2 TAG inh: -29; H9c2 TAG inh DAPI viability: 10

Results for NC(=O)C1CCCN(C(=O)c2ccc(-c3cccc(Cl)c3Cl)o2)C1 (stereo not given) ?
H9c2 TAG inh: 22; H9c2 TAG inh DAPI viability: -5

What do the screens show for `C[C@@H]1CN([C@@H](C)CO)S(=O)(=O)c2ccc(Br)cc2O[C@@H]1CN(C)S(=O)(=O)c1cn(C)cn1`?
H9c2 TAG inh: 17; H9c2 TAG inh DAPI viability: -9

What do the screens show for `Cc1ccccc1/C=N/NC(=O)Cc1ccc(Cl)cc1`?
H9c2 TAG inh: -2; H9c2 TAG inh DAPI viability: -1

Results for C/C(=N\NC(=O)c1cccc(S(=O)(=O)N2CCCC2)c1)c1cccs1 ?
H9c2 TAG inh: -5; H9c2 TAG inh DAPI viability: -5

What do the screens show for `Cc1nc(-c2ccccc2)nc2[nH]c(-c3ccccc3)cc(=O)c12`?
H9c2 TAG inh: 16; H9c2 TAG inh DAPI viability: -21

How did CC(C)CCNc1nc2ccccc2nc1NS(=O)(=O)c1cccs1 do in these assays?
H9c2 TAG inh: -7; H9c2 TAG inh DAPI viability: 10

Results for O=C(CN1C(=O)C2C3C=CC(C3)C2C1=O)Nc1ccc2nccnc2c1 (stereo not given) ?
H9c2 TAG inh: 14; H9c2 TAG inh DAPI viability: 2

Overlap with the part before: seven entries, then new ones.
Results for NC(=O)C1CCCN(C(=O)c2ccc(-c3cccc(Cl)c3Cl)o2)C1 (stereo not given) ?
H9c2 TAG inh: 22; H9c2 TAG inh DAPI viability: -5

What do the screens show for `C[C@@H]1CN([C@@H](C)CO)S(=O)(=O)c2ccc(Br)cc2O[C@@H]1CN(C)S(=O)(=O)c1cn(C)cn1`?
H9c2 TAG inh: 17; H9c2 TAG inh DAPI viability: -9

What do the screens show for `Cc1ccccc1/C=N/NC(=O)Cc1ccc(Cl)cc1`?
H9c2 TAG inh: -2; H9c2 TAG inh DAPI viability: -1

Results for C/C(=N\NC(=O)c1cccc(S(=O)(=O)N2CCCC2)c1)c1cccs1 ?
H9c2 TAG inh: -5; H9c2 TAG inh DAPI viability: -5

What do the screens show for `Cc1nc(-c2ccccc2)nc2[nH]c(-c3ccccc3)cc(=O)c12`?
H9c2 TAG inh: 16; H9c2 TAG inh DAPI viability: -21

How did CC(C)CCNc1nc2ccccc2nc1NS(=O)(=O)c1cccs1 do in these assays?
H9c2 TAG inh: -7; H9c2 TAG inh DAPI viability: 10

Results for O=C(CN1C(=O)C2C3C=CC(C3)C2C1=O)Nc1ccc2nccnc2c1 (stereo not given) ?
H9c2 TAG inh: 14; H9c2 TAG inh DAPI viability: 2

What do the screens show for `CSc1ccc(C(=O)NCC(=O)O)cc1[N+](=O)[O-]`?
H9c2 TAG inh: 0; H9c2 TAG inh DAPI viability: -2

How did CC(C)CN(C(=O)CCNC(=O)c1ccc([N+](=O)[O-])cc1)C1CCS(=O)(=O)C1 (stereo not given) do in these assays?
H9c2 TAG inh: 7; H9c2 TAG inh DAPI viability: -3

Results for O=C(c1ccccc1F)N1CCN(c2ccc([N+](=O)[O-])c(NCc3cccnc3)c2)CC1 ?
H9c2 TAG inh: -11; H9c2 TAG inh DAPI viability: -3

Results for O[C@@H]1CN(Cc2cccs2)[C@@H](c2ccc(Cl)cc2)C[C@H]1n1cc(-c2ccc(F)cc2)nn1 ?
H9c2 TAG inh: 4; H9c2 TAG inh DAPI viability: 9

Results for O=C(O)Cc1ccc(NS(=O)(=O)c2ccc3c(c2)OCCO3)cc1 ?
H9c2 TAG inh: 8; H9c2 TAG inh DAPI viability: -3

Results for O=C(/C=C/c1ccc([N+](=O)[O-])cc1)OCC(=O)N1CCCCCC1 ?
H9c2 TAG inh: -2; H9c2 TAG inh DAPI viability: 3

How did CCOc1ccc(-c2nnc3sc(COc4ccc(C)cc4)nn23)cc1 do in these assays?
H9c2 TAG inh: -3; H9c2 TAG inh DAPI viability: -5

What do the screens show for `Cc1ccc(Oc2ccc(S(=O)(=O)Nc3ccc(C(=O)O)cc3)cc2)cc1`?
H9c2 TAG inh: 13; H9c2 TAG inh DAPI viability: 2

Results for Cc1ccc([C@@H]2CC(=O)[C@@H]3CN(S(=O)(=O)c4ccc(C)cc4)[C@H](c4cccc5ccccc45)C[C@@H]3N2S(=O)(=O)c2ccc(Cl)cc2)cc1 ?
H9c2 TAG inh: 21; H9c2 TAG inh DAPI viability: -3

How did CCNc1nc(NCC)nc(N/N=C/c2ccc(O)c(O)c2)n1 do in these assays?
H9c2 TAG inh: 3; H9c2 TAG inh DAPI viability: -8

How did CCNC(=S)N(CCN(C)C)Cc1cc2cc(OCC)ccc2[nH]c1=O do in these assays?
H9c2 TAG inh: -14; H9c2 TAG inh DAPI viability: 13

What do the screens show for `Cn1c(N)c(C(=O)COC(=O)CNC(=O)c2ccccc2)c(=O)n(C)c1=O`?
H9c2 TAG inh: 4; H9c2 TAG inh DAPI viability: -2

Results for Cc1sc2ncnc(N3CCC(C(=O)Nc4ccc(C#N)cc4)CC3)c2c1C ?
H9c2 TAG inh: 10; H9c2 TAG inh DAPI viability: 2

How did Cn1cccc1C(=O)NNC(=O)COc1ccc(Br)cc1 do in these assays?
H9c2 TAG inh: -6; H9c2 TAG inh DAPI viability: -1

How did CCOc1ccc(C(=O)c2ccc([N+](=O)[O-])cc2Cl)cc1 do in these assays?
H9c2 TAG inh: -5; H9c2 TAG inh DAPI viability: -4

How did COc1ccccc1NS(=O)(=O)c1cc(NC(=O)CN2C(=O)NC3(CCCCC3)C2=O)ccc1C do in these assays?
H9c2 TAG inh: -17; H9c2 TAG inh DAPI viability: -3

Results for O=C(NCC1CCCO1)C(c1ccc(F)cc1)N(CC1CCCO1)C(=O)c1ccc(-c2ccccc2)[nH]1 (stereo not given) ?
H9c2 TAG inh: -32; H9c2 TAG inh DAPI viability: -5
